Bioassay records: PubChem, several laboratories
Ins promoter up = MIN6 insulin promoter up-regulation; MIN6 insulin promoter-GFP reporter, high-content imaging; hits give high values; z-score at 5 µM; hit rate 0.3% among 190,000; AID 1625;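 active = z-score above 3 at 5 µM with at least 500 cells counted in the well; inconclusive = wells under 500 cells, flagged as cytotoxic or low count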
Dynein cargo inh = blocks dynein driven cargo transport along microtubules; 3617.4 mouse cells, GR-EGFP nuclear translocation imaging; test concentration mostly 20 µM; stimulated with dexamethasone, 1 µM; hits give low values; z-score, hits read low; hit rate 0.47% among 220,000; AID 1381;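 active = plate z-score of nuclear minus cytoplasmic receptor signal below a set negative limit, without overly bright fluorescence or cell loss, cut at about -3.5 in these data, passing the limit was not always enough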;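 also: z-score of nuclear minus cytoplasmic ring GR-EGFP intensity difference per well; some compounds called inactive have numbers as strong as hits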
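Buffer or medium: tet-free medium with charcoal-stripped serum / Also added: dexamethasone agonist, 1.0 µM final, for 30 min / Timing: induction 48 h, compound 1 h, agonist 30 min / Measured by: high-content fluorescence imaging after fixation / Read-out: nuclear-to-cytoplasmic GR-EGFP distribution per well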
WT yeast gro inh = growth inhibition of WT yeast, mitochondrial fusion screen; mitochondrial fusion phenotypic screen, WT strain; inhibition, % at 10 µM; hit rate 2.1% among 190,000; in the data active = inhibition above about 58%; tested in S. cerevisiae
XIAP antagonists = small molecules displacing peptide from XIAP – biochemical, IAP family, fluorescence polarization (AID 1018); hit rate 0.007% among 200,000; XIAP BIR domain, fluorescence polarization peptide displacement; higher % means a stronger effect; displacement, % at 20 µM, or IC50 in µM where a hit was titrated; in the data active = displacement above about 50%; also: a part of the inactive calls stands beside numbers as strong as those of hits
Hep lipid drop = hepatic lipid droplet formation modulation. AML12 mouse hepatocytes, oleate lipid droplets, BODIPY imaging. inhibition, % at 6.5 µM. hit rate 0.4% among 240,000. AID 1656;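 active = lipid droplet intensity inhibited by at least 50%, with more than 500 cells counted; inconclusive = wells with under 300 cells, treated as cytotoxic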
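Test system: AML12 mouse liver cells; schedule: overnight exposure; technique: high-content imaging of BODIPY-stained droplets and DAPI nuclei; read-out: % inhibition of corrected integrated BODIPY droplet signal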
MT stabilize HCS = microtubule stabilization, imaging screen | % tubulin-high responders, % at 10 µM | hit rate 0.83% among 200,000 | HeLa tubulin immunostaining HCS, 24 h; share of cells brighter than vehicle mean+2SD;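 active = plate Z-score above 3 for both tubulin-high and condensed-nucleus cell shares, with cell loss under 80%, at 10 µM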;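 also: anti alpha tubulin signal scored within the nucleus-defined area of each cell; some results filed as inactive read as strong as hits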
Autophagy HCS = modulators of autophagy; hit rate 0.98% among 190,000; calls only at 10 µM (by protocol); MEF GFP-LC3 puncta imaging; test concentration mostly 10 µM; AID 463193;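 active = percentage of spot-positive cells more than 3 SD above its plate mean, without a fluorescence outlier flag or 80% toxicity; inconclusive = no clear call, values can overlap the other calls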;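 also: spot-positive cell cutoff set from DMSO-treated cells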
CSM14.1 death rescue = protection against thapsigargin-triggered cell killing – 384-well, CSM14.1, ATP luminescence, primary screen (AID 1222); CSM14.1 thapsigargin-induced death rescue, ATP luminescence; higher % means a stronger effect; cellular ATP content (survival), % at 20 µM; hits with a dose series show EC50 in µM; 190,000 tested, under 10 active;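 active = EC50 below 50 µM in the dose-response confirmation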;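 also: death triggered by thapsigargin at about 15 µM added after 2 h compound pretreatment; cell ATP read after overnight thapsigargin exposure of roughly 18 to 22 hours; normalized against plate controls of thapsigargin alone and 5% DMSO vehicle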
b-catenin transl = beta-catenin nuclear translocation modulation; HeLa beta-catenin nuclear translocation, immunofluorescence imaging; nuclear translocation activity, % at 5 µM; hit rate 0.3% among 190,000;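 active = nuclear translocation activity above 50% at 5 µM, with a well cell count of 50 or more; inconclusive = wells under 50 cells across six images, flagged as toxic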;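 also: per-cell ratio of nuclear to cytoplasmic median beta-catenin stain intensity; plate controls were DMSO negative control for no effect and GSK-3 inhibitor IX positive control for full effect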
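Technique: fluorescence imaging of beta-catenin antibody stain plus DAPI / Material: human HeLa cell line / Incubation: compound treatment 24 h, 37°C, 5% CO2 / Read-out basis: % activation of per-cell nuclear versus cytoplasmic median beta-catenin signal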
WT yeast gro inh mutant strain = further read-out of WT yeast gro inh, marked with its call; inhibition, %; mitochondrial fusion phenotypic screen, mutant strain inhibition
Dynein cargo inh cytoplasmic EGFP = second read-out of Dynein cargo inh, no call of its own (marks repeat the call); z-score; measured here: cytoplasmic GR-EGFP intensity; hits give high values
Dynein cargo inh nuclear GR-EGFP = second read-out of Dynein cargo inh, no call of its own (marks repeat the call); z-score; measured here: nuclear GR-EGFP intensity;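 lower value marks the stronger effect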
Dynein cargo inh cell count = also measured in Dynein cargo inh; calls as there; z-score; measured here: cell count per field
Ins promoter up cell count = second read-out of Ins promoter up, no call of its own (marks repeat the call); cell count; measured here: cytotoxicity, nuclei count;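 total cells summed across four imaged fields per well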
Hep lipid drop cells 6.5 µM = further read-out of Hep lipid drop, marked with its call; cell count; measured here: cell count, cytotoxicity flag;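 cells counted across two imaged fields per well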
b-catenin transl cell count 5 µM = second read-out of b-catenin transl, no call of its own (marks repeat the call); cell count; measured here: cell count, cytotoxicity flag
MT stabilize HCS Hoechst-high % = second read-out of MT stabilize HCS, no call of its own (marks repeat the call); % Hoechst-high responders; measured here: nuclear condensation Hoechst responders;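 share of cells brighter than vehicle mean plus two SD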
MT stabilize HCS cytotoxicity % = further read-out of MT stabilize HCS, marked with its call; toxicity, %; measured here: cytotoxicity by cell density;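 0% = mean cell density of plate MIN control wells and 100% = no cells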
Autophagy HCS cell loss 18 h = recorded beside Autophagy HCS, whose call it bears; toxicity, %; measured here: cell loss, nuclei count;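 cell loss after 18 h compound exposure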
Numbers without * were called inactive; i = inactive; u = inconclusive; x = no result given.

SMILES	XIAP antagonists	Dynein cargo inh	Dynein cargo inh cytoplasmic EGFP	Hep lipid drop cells 6.5 µM	MT stabilize HCS Hoechst-high %	Hep lipid drop	CSM14.1 death rescue	MT stabilize HCS	WT yeast gro inh	Dynein cargo inh cell count	Autophagy HCS	Ins promoter up	b-catenin transl cell count 5 µM	MT stabilize HCS cytotoxicity %	Dynein cargo inh nuclear GR-EGFP	Ins promoter up cell count	b-catenin transl	WT yeast gro inh mutant strain	Autophagy HCS cell loss 18 h
CCNC(=O)COC(=O)c1cc(C)nc2ccccc12	-1.4%	0.18	0.024	698	1.6	-4	-0.3%	4.5	7	0.4	i	0.19	1165	1.8	-0.026	1237	-1.0	-1	1
O=C(Nc1cccc(F)c1)/C(=C\c1cccnc1)NC(=O)c1cccs1	-0.6%	-0.032	-0.085	x	1.8	x	2.8%	2.7	-15	0.64	i	-0.42	1381	8.4	0.56	1554	-1.1	-34	-39
Cn1cc(C=C2C(=O)CC(C)(C)CC2=O)c2ccccc21	-17%	-0.64	-0.26	677	1.3	11	4.9%	4.0	16	0.17	i	-0.04	1128	2.7	-0.27	1534	-1.0	8	9
C=CCNc1nc(N)c(C(=C(C#N)C#N)c2ccccc2)s1	-2.8%	-0.78	-0.19	670	1.4	-50	-2.8%	2.3	-8	1.4	i	-0.19	1057	6.4	-0.51	1832	0.6	-12	-20
Cc1ccc(C23CC4CC(CC(C(=O)OCC(=O)NC5CCS(=O)(=O)C5)(C4)C2)C3)cc1 (stereo not drawn)	-5.5%	-0.14	-0.055	723	1.5	9	2.3%	2.1	30	-1.7	i	0.73	1051	8.3	-0.33	1535	-1.8	4	2
CCO[C@@H]1OC(C(=O)N2CCN(Cc3ccc4c(c3)OCO4)CC2)=C[C@H](c2cn(C(C)=O)c3ccccc23)[C@H]1CCCO	-1.5%	-0.37	-0.31	653	0.8	-5	3.2%	2.9	5	0.018	i	-0.43	1171	8.8	0.14	1446	-2.7	4	3
COCCn1c(=NC(=O)/C=C/c2ccccc2Cl)sc2cc(NC(C)=O)ccc21	-14%	1.8	-0.24	x	2.5	u	-5.4%	2.6	4	-1.3	i	0.56	862	0.8	0.79	1170	1.0	-2	-3
O=c1c2ccccc2nc(CSc2ncnc3nc[nH]c23)n1-c1cccc(C(F)(F)F)c1	-1.2%	0.31	0.69	763	1.5	3	0.0%	3.4	3	1.4	i	0.19	1106	7.2	0.29	902	-0.4	5	15
COc1cc(Cl)c(S(=O)(=O)N2CCOCC2)cc1Cl	-2.3%	-0.012	-0.19	613	2.8	4	1.5%	5.5	-6	0.98	i	0.75	1009	6.7	-0.018	1537	-0.4	-1	-8
CCOC(=O)C1(CC2CCCCO2)CCN(Cc2cn[nH]c2-c2cccc(F)c2)CC1 (stereo not drawn)	-9.7%	0.48	0.085	722	1.0	-13	-0.3%	1.0	0	-1.7	i	x	1086	2.2	0.63	x	-2.2	12	11
O=C(CCCSc1nc2ccccc2[nH]1)NCc1ccccc1F	-4.9%	-1.1	-0.16	654	3.2	-3	0.2%	4.8	-4	-0.12	i	-0.44	1088	7.9	-0.55	1187	1.0	10	-4
COc1ccc(-n2nc(C(=O)NCC(=O)N3CCN(c4ccccn4)CC3)c3ccccc3c2=O)cc1OC	-3.8%	-0.061	-0.3	690	2.1	0	-0.7%	3.2	-5	-0.12	i	-0.14	1037	8.3	0.29	1382	-0.1	12	7
Cc1ccc2[nH]c3c(c2c1)CN(C(=O)CN1CCN(c2cccc(C)c2C)CC1)CC3	-1.9%	-1.6	-0.16	707	1.5	15	-0.6%	2.5	50	0.78	i	-0.08	x	7.1	-0.77	1153	x	30	-4
COc1ccc(NC(=O)CSc2ncn[nH]2)c([N+](=O)[O-])c1	0.3%	-0.21	0.055	646	1.9	18	0.6%	2.7	4	0.73	i	-0.27	1044	7.1	-0.21	1841	-3.8	18	-28
CCN1C(=O)c2ccccc2S(=O)c2ccc(C(=O)NCc3ccccn3)cc21 (stereo not drawn)	2.2%	-0.53	-0.19	688	2.9	8	x	3.0	2	0.011	i	x	1064	5.8	-0.063	x	-2.0	7	7
N#CCCN(CCC#N)C(=O)COc1ccc(Cl)cc1Cl	-6.7%	1.9	-0.22	781	1.6	11	1.0%	4.0	-1	-1.5	i	x	1160	4.5	0.63	x	-4.1	-12	-2
CCCC(=O)NC(c1cccs1)c1cc([N+](=O)[O-])c2cccnc2c1O (stereo not drawn)	-9.4%	0.89	-0.23	645	0.0	0	-1.1%	0.5	2	-1	i	0.32	x	18	0.72	1448	x	-5	17
O=C(CSc1ccccc1)N[C@@H](Cc1ccccc1)C(=O)O	-2.3%	-1.1	-0.31	663	1.2	3	-0.4%	1.9	-8	0.4	i	-0.88	1115	8.8	-0.37	1436	-2.2	7	5
O=c1oc2ccccc2c(NCCc2ccccc2)c1[N+](=O)[O-]	-1.0%	0.18	-0.24	688	2.0	15	-2.4%	2.2	0	0.33	i	-0.12	1157	8.3	0.14	1267	-2.3	1	4
CCOc1ccc(S(=O)(=O)N2CCOCC2)cc1[N+](=O)[O-]	-10%	-1.1	2.2	641	2.3	-2	-0.6%	2.1	1	1.6	i	0.98	1099	0.3	0.14	1277	-2.4	8	-6

Fetched by compound from the entries so far, 2 records:
SMILES	XIAP antagonists	Dynein cargo inh	Dynein cargo inh cytoplasmic EGFP	Hep lipid drop cells 6.5 µM	MT stabilize HCS Hoechst-high %	Hep lipid drop	CSM14.1 death rescue	MT stabilize HCS	WT yeast gro inh	Dynein cargo inh cell count	Autophagy HCS	Ins promoter up	b-catenin transl cell count 5 µM	MT stabilize HCS cytotoxicity %	Dynein cargo inh nuclear GR-EGFP	Ins promoter up cell count	b-catenin transl	WT yeast gro inh mutant strain	Autophagy HCS cell loss 18 h
CCOc1ccc(S(=O)(=O)N2CCOCC2)cc1[N+](=O)[O-]	-10%	-1.1	2.2	641	2.3	-2	-0.6%	2.1	1	1.6	i	0.98	1099	0.3	0.14	1277	-2.4	8	-6
COc1ccc(-n2nc(C(=O)NCC(=O)N3CCN(c4ccccn4)CC3)c3ccccc3c2=O)cc1OC	-3.8%	-0.061	-0.3	690	2.1	0	-0.7%	3.2	-5	-0.12	i	-0.14	1037	8.3	0.29	1382	-0.1	12	7

Following part:
SMILES	XIAP antagonists	Dynein cargo inh	Dynein cargo inh cytoplasmic EGFP	Hep lipid drop cells 6.5 µM	MT stabilize HCS Hoechst-high %	Hep lipid drop	CSM14.1 death rescue	MT stabilize HCS	WT yeast gro inh	Dynein cargo inh cell count	Autophagy HCS	Ins promoter up	b-catenin transl cell count 5 µM	MT stabilize HCS cytotoxicity %	Dynein cargo inh nuclear GR-EGFP	Ins promoter up cell count	b-catenin transl	WT yeast gro inh mutant strain	Autophagy HCS cell loss 18 h
COC(=O)C1=C(O)/C(=C\c2cc(C)n(-c3ccccc3C)c2C)N=C1C	-12%	2	-0.5	773	0.6	-21	-2.3%	1.9	5	0.27	i	0.49	x	29	0.87	841	x	10	-1
CCOC(=O)c1ccc(NC(=O)Cn2nnc(-c3ccc(C)cc3)n2)cc1	-2.9%	0.55	-0.077	x	2.8	x	0.1%	2.7	-5	0.2	i	-0.51	1380	2.6	0.47	1630	2.4	-33	6
CC(=O)Nc1ccc(S(=O)(=O)Nc2nnc(C(C)(C)C)s2)cc1	-8.8%	0.84	-0.12	x	1.0	x	0.0%	2.5	1	-1.1	i	0.61	x	11	0.54	917	x	25	-1
COc1ccc(S(=O)(=O)Nc2ccccc2C(=O)N2CCCC2)cc1OC	x	2.5	-0.16	727	x	0	x	x	x	-1.8	x	0.48	1217	x	2	897	0.2	x	x
C[n+]1cc(C(=O)N2CCCCC2)ccc1/C=C/c1c[nH]c2ccccc12	-4.5%	-0.26	-0.18	631	1.6	-11	-1.8%	2.6	9	0.86	i	4*	951	6.2	-0.065	1476*	4.3	3	1
COc1cccc(CN2CCN(Cc3[nH]c4ccccc4c3C)CC2CCO)c1 (stereo not drawn)	2.4%	1.7	-0.18	436	2.5	10	-3.0%	2.0	4	-1.2	i	x	1492	12	0.68	x	-0.1	1	-14
CN1CCN(c2ccc(Cl)cc2NC(=O)CCN2C(=O)c3ccccc3C2=O)CC1	-2.6%	0.16	-0.18	766	1.2	-2	0.2%	1.5	-5	0.36	i	-0.25	1054	5.8	-0.19	1168	-1.5	-11	0
COc1ccc(OC)c(S(=O)(=O)N2CCCCCC2)c1	-1.8%	-1.1	-0.3	x	2.1	x	-0.7%	2.2	-10	0.39	i	0.28	1118	7.6	0.071	1084	-2.7	-13	22
